STAT3 blocker – IL-6 driven STAT3 reporter inhibitors, primary screen, U3A cells, luciferase, luminescence, MLSCN library; IL-6 STAT3-luciferase reporter; host cell line lacks STAT1; inhibition, % at 5.5 µM; 190,000 tested, 0.89% active; AID 862, 2007;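 active = inhibition above the mean inhibition across all screened compounds plus 3 SD, cut at about 44% in these data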;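 note: 0% = DMSO only wells and 100% = 100 µM nifuroxazide control wells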
STAT1 act – STAT1 signaling activators, primary screen, cell-based, HTS, luciferase reporter; NIH 3T3 STAT1-luciferase reporter, IFN-gamma, luminescence; 100% = IFN-gamma alone, no compound; activation (% of control), % at 5.5 µM; 200,000 tested, 2.6% active;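 active = activation above the screen-wide mean activation plus 3 SD, cut at about 130% in these data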;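 note: raw ratio to IFN-gamma control signal so 100% means no change and 0% no light; values of inactives mirror those of a sister screen read the other way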
Diaphorase act – compounds boosting diaphorase resazurin reduction – biochemical, uHTS, resorufin fluorescence, counter-screen for diaphorase-coupled primary assays, primary screen; 190,000 tested, 0.005% active; activation factor at 20 µM; Diaphorase/resazurin coupled assay, 16 min; stronger effect = higher value; 1 = vehicle wells, 0 = NADH-free wells; AID 1229, 2008;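 active = diaphorase activity raised at least twofold by the compound at 20 µM; inactive = activation factor below 2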
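Material: bacterial diaphorase enzyme (C. kluyveri); amount: enzyme 0.07 U/mL final; reagent: NADH substrate 0.114 mM plus resazurin dye 0.1 mM, final; doses: single compound dose of 20 µM, 1% DMSO final; timing: 16 min enzyme reaction, ambient temperature; measured by: fluorescence of resorufin, 544 nm excitation, 590 nm emission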
Hsp70 activator – Hsp70 transcriptional activators, primary screen, cell-based, HeLa, Hsp70 promoter luciferase, luminescence, 10 µM. HeLa Hsp70 promoter luciferase reporter; scaled: vehicle 0, proteasome-inhibitor control 100%. 200,000 tested, 0.04% active. activation, % at 10 µM. AID 1203, 2008;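 active = activation above the mean across all tested compounds plus 3 SD, cutoff set per campaign, cut at about 5.5% in these data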;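 note: 100% = MG132 at 30 µM as the positive control and 0% = DMSO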
APP 5UTR inh – inhibitors of APP translation via 5'UTR reporter, primary screen, APP 5'UTR luciferase, SH-SY5Y cells | SH-SY5Y APP 5'UTR-luciferase reporter, luminescence | inhibition, % at 2 µM | 190,000 tested, 0.82% active;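 active = inhibition above a set limit, derived from the sample mean plus 3 SD, cut at about 45% in these data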; note: values of inactives mirror those of a sister screen read the other way
TLR4-MyD88 BLA – inhibitors of TLR4-MyD88 association in cells, primary screen, cell-based, HeLa CL3-4, BLA complementation, FRET ratio | Toll-like receptor 4 (Homo sapiens) + Myeloid differentiation primary response protein … | 200,000 tested, 0.18% active | HeLa CL3-4 TLR4/MyD88 BLA complementation | inhibition, % at 8.4 µM | AID 861, 2007; in the data active = inhibition above about 25%;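 note: 0% = vehicle and 100% = reference inhibitor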
Target sequence (O00206 whole entry, looked up): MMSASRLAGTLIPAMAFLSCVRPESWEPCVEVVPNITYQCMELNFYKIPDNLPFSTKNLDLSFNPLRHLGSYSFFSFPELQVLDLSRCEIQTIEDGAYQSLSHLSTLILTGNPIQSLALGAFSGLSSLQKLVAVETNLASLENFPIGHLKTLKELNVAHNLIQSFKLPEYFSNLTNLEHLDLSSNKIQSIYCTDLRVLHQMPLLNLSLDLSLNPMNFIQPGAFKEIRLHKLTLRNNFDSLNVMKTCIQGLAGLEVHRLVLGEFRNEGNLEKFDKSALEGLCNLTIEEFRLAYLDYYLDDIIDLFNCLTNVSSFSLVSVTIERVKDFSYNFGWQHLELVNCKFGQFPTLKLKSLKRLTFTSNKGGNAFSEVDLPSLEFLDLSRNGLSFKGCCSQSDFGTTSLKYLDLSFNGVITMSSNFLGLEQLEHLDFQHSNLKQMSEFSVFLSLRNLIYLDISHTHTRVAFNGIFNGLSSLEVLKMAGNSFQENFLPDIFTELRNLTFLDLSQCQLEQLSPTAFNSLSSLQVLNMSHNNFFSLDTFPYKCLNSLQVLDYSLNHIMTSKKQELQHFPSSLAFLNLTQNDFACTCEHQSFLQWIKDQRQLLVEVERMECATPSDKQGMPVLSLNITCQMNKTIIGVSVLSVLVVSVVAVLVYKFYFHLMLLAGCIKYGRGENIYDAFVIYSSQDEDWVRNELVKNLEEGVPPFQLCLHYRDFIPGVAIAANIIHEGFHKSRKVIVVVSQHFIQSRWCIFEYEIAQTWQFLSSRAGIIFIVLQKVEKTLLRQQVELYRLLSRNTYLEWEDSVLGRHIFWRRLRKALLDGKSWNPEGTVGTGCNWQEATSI
Target sequence (Q99836 whole entry, looked up): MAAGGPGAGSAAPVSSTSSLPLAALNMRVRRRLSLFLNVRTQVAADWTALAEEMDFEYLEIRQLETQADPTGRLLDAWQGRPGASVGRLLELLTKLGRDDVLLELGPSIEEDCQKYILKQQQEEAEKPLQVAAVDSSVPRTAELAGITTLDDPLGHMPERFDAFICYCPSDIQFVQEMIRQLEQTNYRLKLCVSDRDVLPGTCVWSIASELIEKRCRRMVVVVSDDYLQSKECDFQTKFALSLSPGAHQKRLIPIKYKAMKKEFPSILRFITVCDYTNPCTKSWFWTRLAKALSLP
G6PDH CS – L. mesenteroides G6PDH inhibitors, counter-screen for G6PDH-coupled screening assays, biochemical, Leuconostoc mesenteroides enzyme | AID 1020, 2008 | 200,000 tested, 0.12% active | inhibition, % at 5 µM | glucose-6-phosphate dehydrogenase [Leuconostoc mesenteroides] | Purified L. mesenteroides G6PDH, diaphorase/resazurin coupled fluorescence, 45 min; in the data active = inhibition above about 50%
Diaph inh CS – diaphorase inhibitors and chemical oxidizers, primary screen, counter-screen for diaphorase-coupled primary assays, biochemical, uHTS, resorufin fluorescence | inhibition, % at 20 µM | 190,000 tested, 0.69% active | diaphorase resazurin-to-resorufin fluorescence, NADH, 16 min; bacterial (C. kluyveri) enzyme, not human | AID 1217, 2008;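 active = primary screen inhibition at 20 µM above a set limit, cut at about 50% in these data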;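 note: plate controls were DMSO with full reaction for no effect and wells lacking NADH for full effect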
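Assay system: diaphorase enzyme from Clostridium kluyveri; Input: enzyme working solution with 0.14 U/mL diaphorase; Timing: 16 min at room temperature; Technique: resorufin fluorescence, excitation 544 nm, emission 590 nm; Benchmarks: positive control minus NADH, DMSO neutral control.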
STAT1 blocker – STAT1 signaling inhibitors, primary screen, cell-based, HTS, luciferase reporter | NIH 3T3 STAT1-luciferase reporter, IFN-gamma, luminescence | inhibition, % at 5.5 µM | 200,000 tested, 0.35% active | AID 920, 2007;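 active = inhibition above a set limit, the mean inhibition across all tested compounds plus 3 SD, cut at about 34% in these data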;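 note: 0% = IFN-gamma with DMSO and 100% = IFN-gamma with 300 µM nifuroxazide; values of inactives mirror those of a sister screen read the other way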
STAT3 activator – IL-6 driven STAT3 reporter potentiators, primary screen, U3A cells, luciferase, luminescence, MLSCN library | IL-6 STAT3-luciferase reporter; 100% = signal with IL-6 EC80 alone | activation (% of control), % at 5.6 µM | 190,000 tested, 0.91% active | AID 871, 2007;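 active = activation above the screen-wide mean of compound activation plus 3 SD, cut at about 130% in these data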;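 note: 0% = background luminescence of wells with medium and substrate only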
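system = STAT3-luciferase reporter U3A cells | reagent = IL-6 stimulus at 33 ng/mL final | timing = 1 h compound pre-exposure, 6 h IL-6 stimulation, 37 °C | measured by = luminescence | evaluation = % activation versus median of IL-6-stimulated wells | control set = IL-6-only wells as 100% reference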
An asterisk follows results filed as active; . = not tested or not shown. An unsorted share of the library; 6.1% or so of the library scored in one or more.

SMILES | STAT3 blocker | STAT1 act | Diaphorase act | Hsp70 activator | APP 5UTR inh | TLR4-MyD88 BLA | G6PDH CS | Diaph inh CS | STAT1 blocker | STAT3 activator
Cc1cc(C)cc(NC(=O)C2(c3ccccc3)CC2(Cl)Cl)c1 (centres undefined) | 6.9 | 96.6 | 0.8 | -0.4 | -13.8 | -7.2 | -0.9 | 20.4 | 3.7 | 99.6
CCOC(=O)c1c(-c2ccccc2Cl)cn2ccccc12 | 23.9 | 92.2 | 0.9 | -0.1 | 8.9 | -3.2 | 1.8 | 12.8 | 8.7 | 84.9
Cc1c(/C=N/NC(=O)c2ccc(O)cc2)c2ccccn2c1C(=O)c1ccc(F)cc1 | -14.8 | 99.8 | 1 | 0.1 | -7.3 | -4.7 | 3.6 | 1.5 | 0.2 | 112.5
COc1ccc(NC(=S)NCCCN2CCCC2)cc1Cl | 4.1 | 101.1 | 1.1 | 0.0 | -13.8 | -3.2 | 4.5 | -7.8 | -1.1 | 96.6
Cc1cccc(C)c1NC(=O)CCCSc1nnc(-c2ccco2)o1 | 2.5 | 99.6 | . | -0.4 | -8.3 | -6.1 | . | . | 0.5 | 101.4
CCOC(=O)C1CCCN(Cc2nc(Cc3cccc(F)c3)no2)C1 (centres undefined) | 1.2 | 97.9 | 0.9 | 0.1 | 0.1 | -0.1 | 13.8 | 12.3 | 1.4 | 109.9
COc1ccc2c(c1)C(=O)/C(=C/C=C/c1ccccc1)CC2 | 1.8 | 112.4 | 0.9 | 0.0 | -28.3 | -9.9 | -0.6 | 7.4 | -13.5 | 101.1
COCCC1CCCCN1Cc1cn(-c2ccccc2)nc1-c1ccc2c(c1)OCO2 (centres undefined) | 0.7 | 101.5 | 1.2 | 0.1 | -24.4 | 5.8 | 14.7 | -21.7 | -3.2 | 103.3
COc1ccccc1CNc1nc(S(=O)(=O)c2ccccc2)c(Cl)s1 | 6.5 | 98.6 | 0.8 | -0.5 | -1.4 | 9.8 | -4.1 | 19.5 | 1.6 | 97.5
O=C(NC1CCCCC1)N1CCCC(c2nc(-c3cccs3)no2)C1 (centres undefined) | 6.9 | 100.2 | 0.9 | -0.1 | -16.0 | 5.8 | 9.7 | 13.3 | -0.2 | 97.3
COc1cc2c(cc1OC)CN(CC(=O)Nc1ccc(Cl)c(S(=O)(=O)N(C)C)c1)CC2 | -12.2 | 102.0 | 0.9 | -0.3 | -13.0 | 9.2 | 6.8 | 10.0 | -1.5 | 110.5
COc1cccc(C2C3=C(Nc4[nH]n(-c5ccccc5)c(=O)c42)c2ccccc2C3=O)c1 (centres undefined) | -0.2 | 89.4 | 0.7 | -0.1 | 11.8 | -5.3 | -21.9 | 28.0 | 11.8 | 102.5
N/N=C1\CCCc2nonc21 | 12.7 | 96.9 | 0.9 | -0.3 | 11.7 | 4.3 | 12.2 | 10.0 | 2.0 | 93.5
COc1ccc(-c2cc(C(F)F)n3ncc(C(=O)Nc4ccc(C(=O)N5CCOCC5)cc4)c3n2)cc1 | 20.4 | 107.0 | 0.7 | -0.1 | 19.4 | -3.2 | 8.3 | 33.7 | -7.9 | 86.5
C/C(=N\NC(=O)CSCc1ccc([N+](=O)[O-])cc1)c1ccccc1 | 13.4 | 93.3 | 1 | 0.0 | -9.2 | -8.8 | -2.9 | 4.6 | 5.6 | 92.6
CCc1nnc(NC(=O)CN2CCN(c3ccccc3F)CC2)s1 | 0.2 | 104.2 | 1 | -0.1 | -8.8 | -3.6 | -1.2 | 0.2 | -6.5 | 101.8
CCOC(=O)c1nc(C)n(-c2cc(OC)c(Cl)cc2Cl)n1 | 4.1 | 91.1 | 1 | 0.0 | 3.0 | -4.0 | 9.9 | -1.3 | 9.6 | 103.9
O=C(NC1CCCCCC1)C1C2C=CC3(CN(Cc4cccnc4)C(=O)C13)O2 (centres undefined) | 2.8 | 98.3 | 0.8 | 0.1 | 0.0 | -5.6 | 3.6 | 19.5 | 1.9 | 102.0
CCOc1ccc(N/C=C/C(=O)c2ccc(OC)cc2)c([N+](=O)[O-])c1 | 34.3 | 124.7 | 1 | -0.1 | -34.7 | 4.5 | 7.8 | -3.0 | -27.4 | 74.5
CN(C)/C=C1/N=C(c2ccccc2)OC1=O | 21.3 | 106.1 | 1 | 0.0 | 6.4 | 2.1 | 5.6 | 4.2 | -6.6 | 86.2
COc1ccc(NC(=O)CSc2nnc(Cc3cccn3C)n2CCc2ccccc2)c(OC)c1 | 9.3 | 96.8 | 0.9 | -0.2 | -8.0 | 5.7 | 5.4 | 14.4 | 3.5 | 94.7
CN1CCN(/N=C/c2ccc(-c3ccc([N+](=O)[O-])cc3)o2)CC1 | 7.3 | 117.1 | 1 | -0.5 | -18.3 | 14.0 | 15.2 | -3.7 | -20.6 | 95.7
O=C(COC(=O)c1ccc([N+](=O)[O-])s1)Nc1ccc(Cl)cn1 | -4.2 | 103.1 | 0.9 | 0.0 | -11.6 | -6.5 | 6.9 | 14.3 | -3.2 | 102.1
Cc1ccc(NC(=O)CN2CCc3ccccc3C2)cc1S(=O)(=O)N1CCOCC1 | 14.6 | 101.5 | 0.8 | 0.3 | -4.8 | -9.2 | 1.6 | 17.4 | -1.7 | 94.1
O=C(c1cc2ncc(Br)cn2n1)N1CCOCC1 | 0.9 | 103.5 | 1 | 0.4 | 7.5 | 0.7 | 5.4 | -3.5 | -4.0 | 99.3
SMILES | STAT3 blocker | STAT1 act | Diaphorase act | Hsp70 activator | APP 5UTR inh | TLR4-MyD88 BLA | G6PDH CS | Diaph inh CS | STAT1 blocker | STAT3 activator
CN(C1CCCCC1)S(=O)(=O)c1ccc2c(c1)c(=O)c(C(=O)N1CCc3ccccc3C1)cn2C | -17.4 | 100.9 | 1 | -0.1 | -15.2 | -7.4 | 2.5 | 3.6 | -1.0 | 111.5
COc1ccc(N2C(=O)CC3(CCCC3)CC2=O)cc1 | -7.2 | 94.0 | 0.9 | -0.2 | . | 12.6 | 17.1 | 10.2 | 6.8 | 106.5
COCc1nc(-c2ccc(-c3ccccc3)nc2OC)no1 | 0.2 | 123.6 | 1.1 | -0.1 | -66.8 | -6.6 | 9.3 | -10.4 | -25.6 | 104.0
O=C(N/N=C/c1oc(O)c2ccccc12)c1ccccc1O | 0.5 | 98.7 | 0.9 | 0.0 | 32.3 | -6.6 | 0.1 | 7.8 | 0.7 | 101.6
O=C(NNc1ccc([N+](=O)[O-])cc1)C12CC3CC(CC(C3)C1)C2 | 4.2 | 103.6 | 1 | -0.1 | -13.5 | 7.2 | 16.8 | 4.1 | -4.0 | 106.3
CN(C)C(=O)c1c(C(F)(F)F)nn(C)c1Cl | 14.5 | 97.5 | 1.1 | -0.2 | -22.7 | -7.3 | -0.2 | -9.8 | 1.3 | 93.2
CCCN1C(=O)S/C(=C\c2ccc(N3CCOCC3)o2)C1=O | 14.5 | 115.0 | 0.6 | 0.0 | -16.1 | 19.0 | 9.9 | 37.3 | -16.8 | 89.8
Cc1ccc(C(=O)ON=C2CCN(S(=O)(=O)c3ccccc3)CC2)cc1 | -6.1 | 93.7 | 0.9 | 0.1 | -2.0 | -1.5 | 11.8 | 7.1 | 7.1 | 107.2
Cc1ccc(N2CCN(c3ccc(C)cc3)C2c2ccncc2)cc1 | 4.9 | 104.8 | 0.9 | -0.3 | -10.6 | -27.9 | 7.2 | 10.1 | -5.3 | 98.0
COc1ccc(N2CCN(Cc3nc(Cc4cccc(F)c4)no3)C(C)C2)cc1 (centres undefined) | -3.6 | 104.6 | 0.8 | -0.2 | -8.9 | 6.2 | 7.1 | 20.0 | -6.7 | 107.1
Cc1cccc(C(=O)Nc2ncc(CN3CCOCC3)s2)c1 | 3.7 | 95.5 | 1.1 | -0.2 | -17.8 | -18.3 | 9.5 | -6.1 | 5.0 | 99.5
Cn1nnnc1SCc1nnc(-c2ccccc2Br)o1 | 1.2 | 108.1 | 1 | 0.3 | -17.2 | 11.9 | 3.6 | -1.0 | -9.0 | 101.9
CC1CN(c2nc3c(c(=O)[nH]c(=O)n3C)n2Cc2ccccc2F)CC(C)O1 (centres undefined) | -5.1 | 94.6 | 0.9 | -0.4 | -2.5 | 6.1 | -1.5 | 5.3 | 4.2 | 108.0
NC(=O)c1ccc(C(F)(F)F)n(Cc2ccc(Cl)cc2)c1=O | 5.0 | 93.8 | 0.9 | -0.3 | -3.0 | -9.6 | 13.2 | 7.3 | 6.9 | 101.8
O=C(Cn1ccc([N+](=O)[O-])n1)c1ccccc1 | 7.6 | 99.1 | 0.8 | -0.3 | -4.3 | 5.6 | 5.2 | 15.0 | 0.8 | 98.4
O=C(CN1CCN(c2ccccn2)CC1)Nc1cc(C(F)(F)F)ccc1Cl | 9.8 | 107.9 | 0.9 | -0.5 | 4.7 | -3.5 | 4.5 | 13.5 | -8.6 | 96.2
CCOC(=O)CCC(NC(=O)CC(=O)NC(CCC(=O)OCC)C(=O)OCC)C(=O)OCC (centres undefined) | -4.7 | 101.7 | 1.2 | -0.4 | 1.4 | 2.2 | 6.6 | -16.2 | -4.0 | 107.1
COc1ccc(C2C3=C(CC(C)(C)CC3=O)Nc3c2c(=O)[nH]c(=O)n3Cc2ccccc2)cc1OC (centres undefined) | 13.8 | 89.4 | 0.8 | -0.2 | -17.4 | 14.2 | -12.5 | 20.2 | 11.6 | 92.1

Screens from PubChem BioAssay.
